# Assay outcomes as filed in PubChem.
# Mot1-301 SUMO = yeast Mot1-301 growth rescue at high temperature, primary screen, SUMOylation pathway inhibitor project, S. cerevisiae, ATP luminescence, 38.5C; growth rescue, % at 18.8 µM; S. cerevisiae Mot1-301 growth rescue; percent above DMSO median, 100 means doubled; actives 1% (n = 320,000);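 active = every valid replicate shows activation above 250% relative to neutral control wells; inactive = the rest, any valid replicate at or below 250%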;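 also: OY570 slx delta 5 strain wells were the positive control but not used for scaling; some compounds called inactive have numbers as strong as hits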
# NSD2 HMT inh = NSD2 histone methyltransferase inhibitors, primary screen, biochemical, AlphaScreen, single concentration, set 2. Histone-lysine N-methyltransferase NSD2 (Homo sapiens), O96028. NSD2 peptide methylation, 120 min. inhibition, % at 12.5 µM. actives 0.54% (n = 310,000). AID 743445, 2014; in the data active = inhibition above about 50%
# SR-BI HDL uptake = inhibitors of SR-BI mediated HDL lipid uptake, primary screen, ldlA[mSR-BI] cells, fluorescence, single point. inhibition, % at 12.5 µM. Scavenger receptor class B member 1 (Mus musculus), Q61009. ldlA[mSR-BI] CHO cells, DiI-HDL uptake fluorescence, 3 h. actives 0.96% (n = 320,000);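 active = mean replicate inhibition of at least 70% and a set share of replicates each scoring 70 or more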;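 also: 0% = median of neutral control wells and 100% = median of positive control wells; values of inactives mirror those of a sister screen read the other way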
# DSG3 Ab inh = inhibitors of pemphigus antibody binding to DSG3, primary screen, biochemical, bead-based, flow cytometry, scFv-GFP | Desmoglein-3 (Homo sapiens), P32926 | DSG3-coupled beads, scFv-anti-DSG3-GFP binding; active compounds read low | binding (percent of control), % at 10 µM | actives 0.48% (n = 310,000);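 active = binding more than 3 SD below its plate's average and above zero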;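 also: hits lower antibody fragment binding to DSG3; some compounds called inactive have numbers as strong as hits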
# Target sequence (P32926 whole entry, looked up, the tested form may be a part): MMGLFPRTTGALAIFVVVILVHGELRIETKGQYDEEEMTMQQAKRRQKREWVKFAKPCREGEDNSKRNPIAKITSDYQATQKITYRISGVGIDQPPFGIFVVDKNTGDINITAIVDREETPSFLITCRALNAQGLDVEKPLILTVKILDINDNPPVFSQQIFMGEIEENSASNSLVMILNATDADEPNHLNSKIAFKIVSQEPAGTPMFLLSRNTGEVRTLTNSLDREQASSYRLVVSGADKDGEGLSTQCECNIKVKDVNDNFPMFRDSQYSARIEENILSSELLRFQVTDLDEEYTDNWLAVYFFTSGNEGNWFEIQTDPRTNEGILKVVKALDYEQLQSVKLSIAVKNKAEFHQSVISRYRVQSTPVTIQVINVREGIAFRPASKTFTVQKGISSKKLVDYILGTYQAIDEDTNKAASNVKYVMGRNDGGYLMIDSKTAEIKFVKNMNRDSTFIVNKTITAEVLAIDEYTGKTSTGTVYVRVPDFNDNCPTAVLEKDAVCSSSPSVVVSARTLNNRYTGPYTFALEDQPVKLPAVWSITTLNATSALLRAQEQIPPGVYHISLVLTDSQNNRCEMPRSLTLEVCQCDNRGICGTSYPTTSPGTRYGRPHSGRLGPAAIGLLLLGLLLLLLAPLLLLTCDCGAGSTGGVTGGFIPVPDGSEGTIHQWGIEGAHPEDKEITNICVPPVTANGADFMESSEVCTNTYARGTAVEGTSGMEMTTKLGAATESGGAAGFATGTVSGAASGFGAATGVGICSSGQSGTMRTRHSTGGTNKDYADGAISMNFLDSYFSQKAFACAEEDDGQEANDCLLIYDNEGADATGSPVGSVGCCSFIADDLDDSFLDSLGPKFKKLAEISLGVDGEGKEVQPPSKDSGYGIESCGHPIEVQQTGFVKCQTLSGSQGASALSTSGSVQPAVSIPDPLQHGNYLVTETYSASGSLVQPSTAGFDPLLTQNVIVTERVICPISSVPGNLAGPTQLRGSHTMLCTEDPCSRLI
# CDK5 p35 inh = inhibitors of human CDK5/p35 kinase, primary screen, biochemical, single concentration; Recombinant CDK5/p35, ADP-Glo luminescence, 60 min; inhibition, % at 10 µM; actives 0.01% (n = 330,000);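 active = highest replicate inhibition of at least 50% and at least 75% of replicates reaching 50%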;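 also: plate controls were DMSO neutral control for no effect and GW8510 at 10 µM for full effect; many of its hits are not listed in these tables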
# dFosB act = activators of delta FosB homodimer, primary screen, biochemical, fluorescence polarization, TAMRA-CDK5 oligo, single point; Protein FosB (Mus musculus), P13346; purified delta FosB; percent of positive-control signal above neutral wells; activation, % at 25 µM; actives 0.99% (n = 340,000); AID 493131, 2011;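 active = mean activation above about 17%, with every replicate also reaching it, limit read from the data, passing the limit was not always enough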;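 also: fluorescence polarization rise as delta FosB binds a TAMRA Cdk5 AP-1 oligo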
# SR-BI DiI-HDL act = activators of SR-BI mediated DiI-HDL uptake, primary screen, ldlA[mSR-BI] CHO cells, DiI fluorescence; 3 h; 100 = double the neutral-control signal; activation, % at 12.5 µM; actives 0.096% (n = 320,000);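 active = mean replicate activation of at least 60% and every replicate at or above 60%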;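 also: 0% = median plate neutral-control signal and 100% = twice that signal; values of inactives mirror those of a sister screen read the other way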
#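 Test system: SR-BI-overexpressing, LDLR-lacking CHO cells; Medium: Ham's F12 with 0.5% BSA, HEPES 25 mM, pH 7.4; Schedule: 3 h, 37 °C; Technique: bottom-read fluorescence, 550/595 nm.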
# Arrestin-AP2 inh = inhibitors of beta-arrestin/AP2 binding, primary screen, biochemical, GPCR trafficking, flow cytometry; FITC-arrestin peptide / GST-AP2 beads; AP2 beta2 appendage carries R879A mutation; inhibition, % at 10 µM; actives 0.31% (n = 340,000);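 active = inhibition above a set limit, near 3 SD of compounds lacking own fluorescence, cut at about 54% in these data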;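 also: plate controls were DMSO wells for no effect and 5 µM unlabelled arrestin peptide for full effect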
#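 Material – GST-tagged AP2 beta2-adaptin appendage (R879A) on 4 µm glutathione beads · Probe or stimulus – fluorescein-tagged arrestin peptide at 50 nM final · Timing – 12 min plus 1 h, RT · Detection – bead flow cytometry, FITC channel · Read-out basis – inhibition as reduced fluorescein signal on beads, percent · Medium – PBS plus Tween 20 (0.05%) and BSA (0.1%)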
# PKA-R2B act = activators of PKA-R2B holoenzyme, primary screen, biochemical, fluorescence polarization, Cy5-IP20, human. PKA-R2B holoenzyme dissociation; R2B truncated from residue 108, S112A mutant; 0% DMSO only, 100% 113 µM cGMP. activation, % at 11.4 µM. actives 0.079% (n = 340,000);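 active = activation above a cutoff set at the mean over all compounds plus 3 SD, cut at about 18% in these data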;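 also: higher means more holoenzyme dissociation and a rise in polarization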
# MITF act = activators of MITF-driven TRPM1 promoter reporter, primary screen, cell-based, SK-MEL-5, luciferase, single point | AID 588334, 2011 | SK-MEL-5 TRPM1-promoter luciferase, 24 h; % of positive control, neutral wells = 0 | activation, % at 12.5 µM | actives 0.75% (n = 300,000);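 active = mean activation of at least 80% with every replicate also reaching 80%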;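 also: 0% = neutral control wells and 100% = parthenolide positive control wells; values of inactives mirror those of a sister screen read the other way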
# PKA-R1A activ = activators of PKA-R1A holoenzyme, primary screen, biochemical, fluorescence polarization, Cy5-IP20, bovine R1A, mouse PKAc; cAMP-dependent protein kinase type I-alpha regulatory subunit (Bos taurus) + …; actives 0.083% (n = 340,000); PKA-R1A dissociation; scaled: DMSO 0%, 113 µM cGMP 100%; activation, % at 11.4 µM;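 active = percent activation above the mean of all tested compounds plus 3 SD, cut at about 19% in these data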;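 also: higher means more PKAc released from R1A so a rise in polarization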
# * marks the source's active call; other numbers are inactive results; . = no result given.
canonical_smiles,Mot1-301 SUMO,NSD2 HMT inh,SR-BI HDL uptake,DSG3 Ab inh,CDK5 p35 inh,dFosB act,SR-BI DiI-HDL act,Arrestin-AP2 inh,PKA-R2B act,MITF act,PKA-R1A activ
Cc1cccc(NC(=O)CSc2cc(C(=O)c3nccn3C)c3ccccc3n2)c1,-9.3,1.7,6.2,92.7,-0.1,-5.0,-6.2,2.9,-3.7,-8.5,0.9
CC(=O)NCCn1c(SCC(=O)OCc2ccccc2)nc2ccccc2c1=O,-0.1,.,11.2,100.0,0.1,-8.2,-11.2,7.2,-6.3,.,7.8
COc1ccc(-c2cc(NCc3ccccn3)n3ncnc3n2)cc1,-9.6,-1.8,-4.6,101.9,0.5,-22.0,4.6,8.9,-5.5,-6.4,-8.3
CCCCC(=O)NC(=S)Nc1cc([N+](=O)[O-])ccc1OC,2.5,1.1,55.8,105.6,-0.9,-2.3,-55.8,-1.7,-8.7,0.5,-15.4
CC(C)(C)Oc1ncc(Br)c(OC(C)(C)C)n1,6.2,-4.8,20.9,124.0,0.1,2.5,-20.9,-8.1,-1.7,-4.1,-4.2
O=S(=O)(Nc1ccncc1Cl)c1ccccc1,4.0,5.4,-1.8,108.5,-3.7,-2.0,1.8,-5.9,-16.6,-1.1,-2.9
COCCNC(=O)/C(=C/c1ccccc1Cl)c1ccccc1,-5.6,-1.6,-1.4,.,-0.3,-8.9,1.4,16.6,-16.1,-9.9,-3.1
C[C@@H]1O[C@@H](O[C@@H]2C(=O)c3c(O)cc(O)cc3O[C@H]2c2ccc(O)c(O)c2)[C@H](O)[C@H](O)[C@H]1O,5.8,.,-11.5,98.3,-0.4,-2.9,11.5,.,8.7,9.1,8.1
COc1ccc(-c2cc(C(F)(F)F)nc(N3CCOCC3)n2)cc1,0.0,-0.7,40.3,104.3,-1.3,-6.6,-40.3,2.1,8.5,19.4,-6.2
COc1cc(NC(=O)CSC(=S)N2CCCC2)c(OC)cc1Cl,-6.1,22.4,11.4,93.8,1.4,-6.3,-11.4,8.6,-3.3,5.5,-3.3
COc1ccc2nc(N=Nc3ccc(O)c4ccccc34)sc2c1,-10.6,3.3,36.9,98.2,2.7,-0.2,-36.9,0.9,-5.8,-76.3,5.6
Cc1c(C)n(Cc2ccc(F)cc2)c2ccc(C(=O)N3CCN(c4ccccn4)CC3)cc12,-9.6,2.3,-4.7,104.6,0.9,27.0*,4.7,-28.4,6.4,-1.7,-14.4
CCOc1ccc2nc(SCC(=O)N(C)C)[nH]c2c1,0.4,-3.5,-4.0,.,-0.5,-3.0,4.0,2.4,7.9,.,0.9
CCN(CC(=O)Nc1ccc(NC(C)=O)cc1)C(=O)c1ccc2c(c1)OCO2,-3.1,2.3,-12.4,100.3,-2.6,-3.9,12.4,-14.0,5.4,5.7,-10.2
COc1ccc(CCNCC(O)COc2cccc(C(C)=O)c2)cc1OC (centres undefined),1.1,14.8,7.0,113.2,0.3,-2.3,-7.0,7.0,-3.0,-7.3,5.2
CCC(C)N(C(=O)COc1ccccc1C#N)C1CCS(=O)(=O)C1 (centres undefined),80.8,-2.0,-16.3,101.0,-2.7,3.5,16.3,-5.3,7.1,-12.2,-6.3
Cc1csc2nnc(N)n12,2.2,-0.4,-4.0,98.5,-0.5,-6.6,4.0,5.5,-9.2,-6.9,0.5
Cc1cccc(NC(=O)COc2ccccc2)c1,-5.8,-0.6,-10.6,109.8,0.3,-4.3,10.6,-10.6,-12.3,62.5,-7.6
Cc1ccc(S(=O)(=O)Nc2nc3ccccc3nc2NCc2ccc3c(c2)OCO3)cc1C,-29.5,-3.5,-13.1,98.3,-0.5,-4.2,13.1,7.1,4.4,-9.3,7.7
CCN(CC(=O)Nc1c(F)cccc1F)C(=O)CCNC(=O)c1ccc([N+](=O)[O-])cc1,-9.5,-2.7,-32.4,98.8,0.1,0.3,32.4,3.5,16.0,3.2,-0.6
O=C(c1ccc(F)cc1)C1CCN(C(=S)Nc2ccc(F)cc2)CC1,-20.4,-2.1,26.8,113.1,-1.3,-2.3,-26.8,10.1,-3.0,.,1.6
COc1ccc(NC(=O)c2nc[nH]c2C(=O)N2CCC(C)CC2)cc1,-5.0,.,-13.5,95.8,2.0,4.1,13.5,1.6,-4.5,1.7,-2.7
CN(c1ccc(C(=O)N2CCc3ccccc3C2)cc1)S(C)(=O)=O,-14.9,-0.6,3.3,.,0.7,-4.7,-3.3,-2.0,-7.6,11.1,6.8
COc1ccc(NC(=O)c2ccc3c(=O)n(CC4CCCO4)c(=S)[nH]c3c2)c(OC)c1 (centres undefined),-5.5,1.3,12.1,.,-0.9,-4.4,-12.1,18.4,7.5,-9.1,5.5
Cn1nnc(NC(=O)c2cccc(F)c2)n1,-6.6,-7.3,-5.0,.,-1.1,-6.1,5.0,7.6,8.8,-1.2,-0.2
CCCOc1ccc(CSC(=N)N)cc1C(=O)OC,-3.0,-1.2,-9.3,109.2,-2.7,4.6,9.3,11.8,1.8,.,1.3
Cc1ccc(/C=N/NC(=O)Cn2nnc(N)n2)o1,11.2,0.5,-5.1,93.4,1.7,-4.2,5.1,27.4,.,.,.
COc1ccc(NC(C)=O)cc1NC(=O)c1ccc(C#N)cc1,8.1,0.2,15.6,104.3,1.7,-14.6,-15.6,21.8,-8.0,9.0,-10.9
COc1ccccc1CCNC(=O)C(=O)NCC1OCCN1S(=O)(=O)c1cccs1 (centres undefined),-2.5,1.1,14.4,100.3,0.0,-2.9,-14.4,-3.8,-9.8,6.2,2.3
CCOP(=O)(OCC)c1nc(-c2cccc3ccccc23)oc1NCc1ccccc1,146.9,3.5,34.7,134.5,-2.3,-14.2,-34.7,5.3,-1.8,1.0,1.0
COc1ccc(OC)c(-n2c(-c3cccc(O)c3)n[nH]c2=S)c1,121.6,0.4,-16.2,98.3,3.9,1.1,16.2,29.5,7.8,-6.7,3.0
COc1cccc(NC(=O)c2cccc(Cl)c2)c1,13.7,.,35.9,101.8,2.3,3.3,-35.9,-1.1,-6.5,103.7*,11.2
COc1ccc(OC)c(NC(=O)CN(C)CC(=O)Nc2ccccc2Br)c1,-5.1,-1.2,8.9,106.1,0.1,-6.7,-8.9,-24.7,1.6,11.1,8.9
Cc1ccc(S(=O)(=O)c2nc(S(C)(=O)=O)sc2N2CCCCCC2)cc1,273.8,0.8,2.3,104.8,0.1,-6.2,-2.3,-7.9,-1.8,-9.0,-2.0
CCc1c(C)nc2cc(C)[nH]n2c1=O,0.4,-3.0,-14.9,.,0.0,-7.2,14.9,-0.8,3.1,7.9,-0.7
CCCCCCCCCC(=O)N[C@@H]1c2cc(OC)c(OC)cc2C[C@H]1OCc1ccccc1,.,.,-4.7,101.7,-0.8,0.1,4.7,14.9,0.4,5.3,-3.3
CC(C)(C)c1ccc(C(=O)NCCC(=O)NCc2cccs2)cc1,-7.1,-0.6,-23.1,102.2,0.7,-3.7,23.1,2.9,8.7,-5.6,3.0
O=C(CN1C(=O)c2ccccc2C1=O)Nc1ccc(S(=O)(=O)N2CCOCC2)cc1,-16.4,2.2,-9.2,104.0,-2.0,-1.7,9.2,1.3,-2.2,-3.0,2.7
O=C(O)C/C=C(/NC(=O)OCc1ccccc1)C(=O)OCc1ccccc1,-10.6,-2.5,-18.5,100.2,-0.7,-2.3,18.5,52.3,-2.1,-10.3,4.4
COCC(=O)Nc1nc(-c2ccc(C)cc2)c(C)s1,6.5,2.7,19.4,100.4,0.0,2.1,-19.4,8.3,-0.3,15.9,2.6
COc1ccccc1-c1noc(CCC(=O)NC2CCCC2)n1,-6.7,-2.4,3.5,95.8,-1.4,1.3,-3.5,-7.6,3.9,-6.5,-8.8
O=C(Cc1c(F)cccc1Cl)NCC(=O)OCc1ccccc1,54.5,-1.0,10.0,104.8,1.0,-9.4,-10.0,-2.3,-5.2,10.7,-9.1
Cc1cc(C(=O)N2CCc3c([nH]c4ccccc34)C2c2c(F)cccc2Cl)no1 (centres undefined),-8.3,1.5,27.6,104.0,0.8,-4.9,-27.6,29.8,-12.2,-1.0,5.5
CCC(C(=O)Nc1ccc2c(c1)OCCO2)c1ccccc1 (centres undefined),-17.0,-0.9,-9.3,101.1,-8.0,-2.2,16.8,-10.1,-3.8,-1.9,-5.7
COc1ccc(NS(=O)(=O)c2cc(OCC(N)=O)c(C)cc2Cl)cc1,-12.6,-3.4,-50.7,101.6,-1.4,-2.7,50.7,16.2,-1.1,6.0,-0.3
c1cc2c3c(cccc3c1)NC(c1ccc3c(c1)OCO3)N2,-22.6,4.4,12.3,87.7,3.9,36.3*,-12.3,46.1,-6.4,10.0,-1.5
Cn1c(=O)c2c3c(sc2n2cnnc12)CCC3,-0.8,-0.2,-11.2,98.6,2.1,-11.0,11.2,1.4,0.9,4.6,-13.8

# dFosB act, hit marks shown above.
canonical_smiles,Mot1-301 SUMO,NSD2 HMT inh,SR-BI HDL uptake,DSG3 Ab inh,CDK5 p35 inh,dFosB act,SR-BI DiI-HDL act,Arrestin-AP2 inh,PKA-R2B act,MITF act,PKA-R1A activ
Cc1c(C)n(Cc2ccc(F)cc2)c2ccc(C(=O)N3CCN(c4ccccn4)CC3)cc12,-9.6,2.3,-4.7,104.6,0.9,27.0*,4.7,-28.4,6.4,-1.7,-14.4
c1cc2c3c(cccc3c1)NC(c1ccc3c(c1)OCO3)N2,-22.6,4.4,12.3,87.7,3.9,36.3*,-12.3,46.1,-6.4,10.0,-1.5
